Bioassay records from PubChem BioAssay.
697 NFkB inh: inhibitors of the PMA/ionomycin-induced NF-kB reporter in 697 B cells. AID 435022. 697 B-cell NF-kB luciferase reporter, 16 h. inhibition, % at 4 µM. 330,000 tested, 0.33% active; in the data active = inhibition above about 35%
Mdm2-MdmX inh: human Mdm2/MdmX binding inhibition | inhibition, % at 8 µM | 330,000 tested, 3% active | SaOS-2 split-luciferase Mdm2/MdmX complementation, luminescence;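 active = inhibition of at least 50% at 8 µM in the primary screen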
EBI2 block: blocks human EBI2 receptor beta-arrestin signaling | P32249 | EBI2 beta-arrestin recruitment, luminescence, 7a,25-OHC stimulated | inhibition, % at 5 µM | 360,000 tested, 0.81% active; in the data active = inhibition above about 38%;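 note: enzyme fragment complementation signal reports receptor beta-arrestin coupling in cells; 0% = agonist plus DMSO wells and 100% = wells without agonist; some results beyond the cut were filed as inactive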
Target sequence (P32249 whole entry, looked up, the tested form may be a part): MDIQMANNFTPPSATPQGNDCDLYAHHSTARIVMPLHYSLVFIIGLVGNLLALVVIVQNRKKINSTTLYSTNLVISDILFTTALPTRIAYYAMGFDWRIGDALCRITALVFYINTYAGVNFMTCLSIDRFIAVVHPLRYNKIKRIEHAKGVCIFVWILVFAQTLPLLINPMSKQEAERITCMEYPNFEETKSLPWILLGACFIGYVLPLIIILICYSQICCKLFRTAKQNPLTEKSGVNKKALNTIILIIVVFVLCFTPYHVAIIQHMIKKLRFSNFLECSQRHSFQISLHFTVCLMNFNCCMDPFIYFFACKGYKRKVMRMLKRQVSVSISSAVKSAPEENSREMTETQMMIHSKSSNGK
CXCR6 block: inhibitors of human CXCR6 receptor; inhibition, % at 20 µM; CHO-K1 PathHunter CXCR6 beta-arrestin, luminescence; 360,000 tested, 0.36% active; AID 602244; O00574; in the data active = inhibition above about 34%, passing the limit was not always enough;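 note: antagonist mode with CXCL16 agonist at 10 nM final; 0% = 10 nM CXCL16 with DMSO and 100% = unstimulated wells without agonist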
Target sequence (O00574 whole entry, looked up): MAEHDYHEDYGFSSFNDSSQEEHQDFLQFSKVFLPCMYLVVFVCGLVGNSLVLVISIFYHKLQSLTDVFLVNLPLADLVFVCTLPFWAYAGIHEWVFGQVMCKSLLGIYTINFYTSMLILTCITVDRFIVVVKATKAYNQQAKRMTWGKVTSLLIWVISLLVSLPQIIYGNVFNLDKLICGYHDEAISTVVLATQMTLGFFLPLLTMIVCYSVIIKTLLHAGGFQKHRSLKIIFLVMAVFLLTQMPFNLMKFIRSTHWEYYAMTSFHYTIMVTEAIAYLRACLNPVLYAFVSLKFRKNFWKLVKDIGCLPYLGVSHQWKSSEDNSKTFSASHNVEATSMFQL
Gli-Sufu antag: blocks Gli-Sufu signaling in a luciferase reporter; 340,000 tested, 0.74% active; inhibition, % at 5 µM; AID 588413; Sufu-KO-LIGHT fibroblasts, Gli luciferase reporter luminescence;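 active = inhibition above about 55%, limit read from the data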;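 note: 0% = DMSO-treated cells and 100% = wells with medium but no cells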
UPR CHOP act: activators of apoptotic arm of unfolded protein response (CHOP) | 330,000 tested, 0.34% active | activation, % at 10 µM | CHO-CHOP luciferase reporter, UPR activation, luminescence; percent of tunicamycin response over DMSO baseline;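 active = at 10 µM dose, activation of 40% or more, normalized to positive control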;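 note: 100% = tunicamycin at 10 µg/mL and 0% = DMSO alone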
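Assay system: CHO cells with stable CHOP pathway luciferase reporter; Buffer or medium: F12 plus 10% serum; Times: 16-18 h cell attachment, then 6 h compound exposure, 37 °C; Signal: luciferase luminescence; Read-out basis: percent activation relative to tunicamycin control; Control set: tunicamycin high control, DMSO low control.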
Jurkat NFkB inh: inhibitors of the PMA/ionomycin-induced NF-kB reporter in Jurkat cells; PMA/ionomycin-induced NF-kB luciferase reporter, luminescence; inhibition, % at 4 µM; 330,000 tested, 0.53% active; AID 435003; in the data active = inhibition above about 50%
CCR6 antag: CCR6 (human) receptor antagonism | inhibition, % at 20 µM | AID 493098 | 340,000 tested, 0.49% active | P51684 | CHO-K1 CCR6 PathHunter beta-arrestin, luminescence, CCL20-stimulated;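 active = compounds whose inhibition of the agonist-driven luminescence signal at 20 µM reaches about 50%, limit read from the data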;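 note: cells stimulated with CCL20 at 14 nM final; plate controls were DMSO with CCL20 for no effect and DMSO without agonist for full effect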
Target sequence (P51684 whole entry, looked up): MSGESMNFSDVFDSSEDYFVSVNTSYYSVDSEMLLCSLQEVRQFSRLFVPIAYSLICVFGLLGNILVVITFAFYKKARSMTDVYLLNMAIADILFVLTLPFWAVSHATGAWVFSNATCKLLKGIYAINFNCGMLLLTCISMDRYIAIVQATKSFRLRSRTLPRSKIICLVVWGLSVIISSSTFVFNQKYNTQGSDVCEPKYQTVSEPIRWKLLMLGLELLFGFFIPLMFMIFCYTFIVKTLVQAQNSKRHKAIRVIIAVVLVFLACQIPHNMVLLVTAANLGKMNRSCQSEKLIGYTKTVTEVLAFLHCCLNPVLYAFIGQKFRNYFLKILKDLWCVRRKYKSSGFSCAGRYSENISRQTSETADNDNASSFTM
UPR XBP1 act: adaptive UPR (XBP1) activation. CHO-XBP1 luciferase reporter, IRE1-XBP1 UPR activation, luminescence; percent of tunicamycin response, DMSO as zero. activation, % at 20 µM. 330,000 tested, 0.33% active;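 active = versus positive control, 20 µM dose yields 30% or more activation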;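 note: 100% = tunicamycin at 10 µg/mL and 0% = DMSO only wells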
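incubation = overnight seeding at 37 °C, 6 h compound treatment at 37 °C | assay system = CHO-XBP1 cells stably carrying IRE1-XBP1-driven luciferase reporter | input = 1000 cells per well | detection = luciferase luminescence | dosing = single point, 20 µM final compound, 1% DMSO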
Starred values were filed as active, the others as inactive; . = no result given. This is a random part of the collection; about 5% have a hit in one of these screens.

SMILES	697 NFkB inh	Mdm2-MdmX inh	EBI2 block	CXCR6 block	Gli-Sufu antag	UPR CHOP act	Jurkat NFkB inh	CCR6 antag	UPR XBP1 act
CN(C)c1ccc(C2=NOC(CN3C(=O)c4ccccc4S3(=O)=O)C2)cc1 (configuration not stated)	-160	-129	-28	-6	-121	3.2	-52	6	-1
O=C1C(=O)c2ccc(-c3ccccc3)cc2-c2ccccc21	21	84*	4	29	-1	-8.6	53*	42	-7
COc1ccc(-c2cc(CN3C(=O)c4ccccc4C3=O)on2)cc1	0	29	7	0	-8	-1.5	5	4	6
Fc1cccc(Cl)c1CSc1nnc(CNc2ccccc2)o1	6	1	30	-7	-5	2.1	5	15	-1
CC(C)CCNC(=O)C1CCN(C(=O)N(C)C)CC1	14	18	-4	2	-1	-0.5	-13	1	-5
O=C(N/N=C/c1cccc(OCC(=O)N2CCCC2)c1)C(=O)Nc1ccccc1F	-7	0	-19	-6	6	2.3	-5	-1	-2
O=C(N/N=C/c1ccccn1)c1cccc(NC(=O)c2ccc(Cl)cc2)c1	10	14	-3	4	-11	2.7	-16	-5	-2
O=C(C1CC(=O)N(c2ccccc2)C1)N1CCN(c2ccccc2)CC1 (configuration not stated)	5	20	6	2	-10	7.3	23	0	0
CCOC(=O)c1sc(C)c2c1NC(C)(c1cccs1)NC2=O (configuration not stated)	-24	10	26	4	11	1.0	-1	0	3
CCOCc1c(C(=O)N2CCN(CCOc3ccc(Cl)cc3)CC2)oc2ccccc12	-25	-8	20	-19	12	2.6	4	19	-1
O=C(CN1CCCCC1)N/N=C/c1cccc(Cl)c1	-1	11	9	-4	2	0.9	2	-11	-4
Cn1c2ccccc2c2cc(/C=N/NC(=O)c3cc(O)cc(O)c3)ccc21	9	30	2	-6	-2	3.0	7	5	-3
CCN(CC)S(=O)(=O)c1cccc(N=Nc2c(O)c3ccccc3oc2=O)c1	-10	7	21	29	3	3.1	-22	59*	0
O=C(O)c1ccc(CSc2nnc(-c3ccccc3Br)o2)cc1	-18	11	-3	-8	-4	-1.6	-1	-5	-2
COc1ccc(-c2ccccc2)cc1NC(=O)c1ccncc1	17	7	-1	-4	5	-0.5	-9	-5	-1
O=C(O)c1ccc(Nc2ccc(F)c(F)c2)c([N+](=O)[O-])c1	1	3	5	8	25	0.6	-16	10	-4
Cc1cc(=O)oc(C)c1C(=O)NCCC1=CCCCC1	28	1	9	-7	-1	1.3	-2	-10	2
C=C1CCN([C@@H](CC(C)C)C(=O)NCc2ccc(Cl)cc2)S(=O)(=O)c2ccccc21	6	-16	2	1	8	-2.7	-2	16	-4
COc1ccc(Nc2nc3ccccc3nc2-n2nc(C)cc2C)cc1	-8	-5	-1	-5	3	-0.9	-25	11	-3
CCNc1nc(SCC(=O)Nc2ccc(Cl)c(Cl)c2)nc(N(C)C)n1	-7	9	-2	-4	21	0.4	8	0	1
CCN(CCC(=O)Nc1cc(OC)cc(OC)c1)Cc1ccccc1	-18	-20	11	-1	6	0.7	1	5	-1
CCOC(=O)CSc1nc(C(C)(C)C)cc(C(F)(F)F)c1C#N	12	-5	12	3	7	2.2	-11	7	-2
O=C(NCCOc1ccc(F)cc1)c1ccccc1SCc1ccccc1	-42	-6	4	-2	-1	0.2	-14	7	1
COc1ccc(S(=O)(=O)N2CCN(c3ccc(C)cc3C)CC2)cc1OC	8	9	-1	-4	6	-1.1	19	6	-4
CN1CCN(c2ccccc2NC(=O)c2ccc(-c3ccc(Cl)c(Cl)c3)o2)CC1	-2	58*	15	2	24	5.9	7	7	0

Reprinted from the part before: four compounds; new compounds follow.
SMILES	697 NFkB inh	Mdm2-MdmX inh	EBI2 block	CXCR6 block	Gli-Sufu antag	UPR CHOP act	Jurkat NFkB inh	CCR6 antag	UPR XBP1 act
CCOC(=O)CSc1nc(C(C)(C)C)cc(C(F)(F)F)c1C#N	12	-5	12	3	7	2.2	-11	7	-2
O=C(NCCOc1ccc(F)cc1)c1ccccc1SCc1ccccc1	-42	-6	4	-2	-1	0.2	-14	7	1
COc1ccc(S(=O)(=O)N2CCN(c3ccc(C)cc3C)CC2)cc1OC	8	9	-1	-4	6	-1.1	19	6	-4
CN1CCN(c2ccccc2NC(=O)c2ccc(-c3ccc(Cl)c(Cl)c3)o2)CC1	-2	58*	15	2	24	5.9	7	7	0
N=C1S/C(=C\c2ccco2)C(=O)N1c1ccc2c(c1)OCO2	16	9	-10	11	-15	3.2	-21	14	7
O=C(NNC(=S)NC(=O)c1cn(-c2ccccc2)nc1-c1ccccc1)c1ccncc1	5	30	20	24	40	-0.8	-10	35	12
COc1cccc(NC(=O)CN(C)C(=O)CCCNC(=O)c2ccc(Cl)cc2)c1	-4	-23	3	-5	-5	1.5	-3	-1	0
COc1ccc(NC(=S)N(CCCN2CCCC(C)C2)Cc2cccs2)cc1 (configuration not stated)	16	24	2	6	8	0.3	-3	9	-2
CCn1ccnc1CN1CCCCC1C(=O)Nc1ccc(Oc2cccnc2)cc1 (configuration not stated)	-14	49	3	-12	-10	2.3	33	-2	-3
COc1ccc(/C=C2/CCCc3ccccc3C2=O)cc1	.	.	-6	2	-20	.	.	12	.
CSCCC(NS(=O)(=O)c1cccc(C(F)(F)F)c1)C(=O)N1CCN(C(=O)c2ccco2)CC1 (configuration not stated)	.	.	6	6	-1	.	.	-1	.
CC1=C(C#N)C(c2ccc3ncccc3c2)C(C#N)=C(C)N1	9	25	-4	2	-2	-1.7	-2	5	0
O=C(OCC(=O)N1CCCCC1)c1ccc2ccccc2n1	2	-7	1	-1	7	3.0	-8	-5	0
Cc1ccc(C2(C)NC(=O)N(CC(=O)Nc3c(C)n(C)n(-c4ccccc4)c3=O)C2=O)cc1 (configuration not stated)	5	0	1	2	-6	2.1	9	2	0
Cc1cc(-c2nnc(SCC(=O)NC3CCCC3)o2)no1	-11	6	-6	-2	0	-2.5	-1	3	-3
CCc1ccccc1NC(=O)c1noc(C(C)C)c1[N+](=O)[O-]	14	9	2	-9	8	-3.3	5	2	0
CCCNS(=O)(=O)c1ccc(OCC(=O)NCCCOC)cc1	-10	17	-4	-4	7	0.5	-5	-5	1
O=C(Nc1ccccc1)c1nnsc1S(=O)(=O)c1ccc(Cl)cc1	10	4	-4	96*	-7	-0.4	-8	12	-3
COC(=O)c1ccc(C)c(NS(=O)(=O)c2ccc(C)c([N+](=O)[O-])c2)c1	11	-13	-9	1	1	1.5	7	3	-3
Cc1cc(NC(=O)CSc2nc3ccccc3c(=O)n2Cc2ccccc2)no1	8	6	3	8	4	0.1	14	10	-2
CCSc1nnc(NC(=O)CSc2nnc(CNC(=O)c3ccccc3F)o2)s1	6	16	0	1	-5	-1.1	1	-5	-1
CCOC(=O)c1sc(=S)n(Cc2ccccc2)c1N	2	-8	1	0	.	2.6	0	5	-2
CC(=O)n1cc(N(C(=O)CCl)c2ccc(C)cc2)c2ccccc21	8	99*	-10	8	4	9.5	76*	-5	-6
OCCCC1CCCN(Cc2cn[nH]c2-c2ccc(F)cc2F)C1 (configuration not stated)	-14	21	-4	0	2	-2.0	-6	9	-2
CN(C)S(=O)(=O)c1ccc(NC(=O)CN2CCCCCC2)cc1	5	-13	-5	9	-20	-1.1	-6	3	1
CC(NC(=S)NCCc1ccccc1)C(c1cccs1)N1CCN(C)CC1 (configuration not stated)	0	3	-9	8	8	0.3	-12	9	-1
CCOc1ccccc1N=c1oc2cc(O)ccc2cc1C(=O)NCC1CCCO1 (configuration not stated)	0	-1	-5	2	10	0.5	7	25	2
CC(C)CC(NC(=O)COc1ccccc1)C(=O)O (configuration not stated)	-11	-9	-4	-20	10	2.0	8	3	0
CN1Cc2c(N3CCOCC3)nc(SCc3ccccc3)c(C#N)c2CC1(C)C	8	3	17	18	10	0.3	4	20	0

Continuation.
SMILES	697 NFkB inh	Mdm2-MdmX inh	EBI2 block	CXCR6 block	Gli-Sufu antag	UPR CHOP act	Jurkat NFkB inh	CCR6 antag	UPR XBP1 act
CSc1cccc(NC(=O)COc2ccccc2C)c1	-2	-34	4	-5	1	-0.6	-15	-1	-3
Cc1ccc(C2=NN(C(=O)CSc3nc4ncc(Cl)cc4[nH]3)C(c3ccco3)C2)cc1 (configuration not stated)	-32	-13	-3	-14	3	1.8	-20	5	0
COc1ccc(NS(=O)(=O)c2cc(NC(=O)c3ccco3)ccc2N2CCCCC2)cc1	-6	60*	-6	5	5	0.1	22	10	-4
Cc1nn(C)c(C)c1NC(=O)CC12CC3CC(CC(C3)C1)C2	6	13	-2	-6	-6	0.4	19	2	-4
O=c1[nH]c(-c2ccccn2)nc(C(F)(F)F)c1Br	11	35	6	12	6	2.5	14	34	9
O=C(N/N=C/c1ccco1)c1ccc(Br)o1	5	8	-8	-5	-5	0.0	-14	7	-3
COc1ccc(C)cc1S(=O)(=O)N1CCN(C(=O)c2ncoc2-c2cccc(F)c2)CC1	-12	2	-6	5	-5	-1.7	-4	15	-3
CCCn1c2c(c(O)c(C(=O)Nc3ncccc3O)c1=O)CCCC2	-8	3	-12	-10	11	-3.0	-3	-14	-6
Cc1ccc(F)c(N=Cc2c(O)c3ccccc3oc2=O)c1	-16	8	1	1	2	4.8	-5	10	12
Cc1ccc(NC(=O)c2ccc(NCCc3ccccc3)c([N+](=O)[O-])c2)cc1F	12	50	22	17	6	2.8	7	10	-3
CCN1CCCC1CNC(=O)C(=O)Nc1cccc(OC)c1 (configuration not stated)	1	14	-8	3	30	1.0	-9	-1	-2
O=C(COc1ccccc1)Nc1ccc2c(c1)Cc1cc(NC(=O)COc3ccccc3)ccc1-2	-18	-10	-11	5	0	1.8	-14	4	0
CN(C)c1ccc(C=NNC(=S)Nc2ccc(F)cc2)cc1	.	.	43	5	-54	.	.	4	.
COc1ccc(C(c2c(N)[nH]c(=S)[nH]c2=O)c2c(N)[nH]c(=S)[nH]c2=O)cc1	9	-11	-7	1	4	0.8	6	14	1
Cc1cc(OCC(=O)NCCN2CCOCC2)c2c(C)c(C)c(=O)oc2c1	-9	12	-1	-4	-1	-0.9	-3	-13	-2
CCC(Sc1nc(C)cc(=O)[nH]1)C(=O)Nc1nnc(C)s1 (configuration not stated)	0	6	3	-10	-4	1.7	11	-4	2
COCCn1nnnc1CN1C2CCCC1CC(NC(C)=O)C2 (configuration not stated)	9	-8	1	1	-6	3.7	13	10	-3
O=C1CCCC(O)=C1C1C2=C(CCCC2=O)Oc2ccccc21 (configuration not stated)	-5	-2	9	-7	6	-2.9	2	-1	-2
COc1ccc(OC)c(CCNC(=O)Cn2nc(C)c3c(C)n(-c4ccc(C)cc4)nc3c2=O)c1	14	24	-5	-13	-2	1.8	56*	7	-4
Cc1ccc2cc(CCNC(=O)c3c(-c4ccccc4Cl)noc3C)c(=O)[nH]c2c1	-10	-17	10	-6	0	-1.7	6	5	-2
Cc1cc(=O)oc2cc(OCc3ccc(C(=O)OCC(=O)N(C)C4CCS(=O)(=O)C4)cc3)ccc12 (configuration not stated)	-1	1	-5	-2	-2	1.4	-9	4	-2
Cc1ccc2c(=O)cc(C(=O)NC3CCS(=O)(=O)C3)oc2c1 (configuration not stated)	20	7	2	1	1	0.3	4	8	-1
CSCC[C@H](NC(=O)c1ccco1)c1nnc2ccccn12	-3	-10	-3	-5	-6	2.5	4	4	-3

Records above that bear a hit mark in CXCR6 block:
Structure	697 NFkB inh	Mdm2-MdmX inh	EBI2 block	CXCR6 block	Jurkat NFkB inh	CCR6 antag
O=C(Nc1ccccc1)c1nnsc1S(=O)(=O)c1ccc(Cl)cc1	10	4	-4	96*	-8	12
